Screens from PubChem.
MEKK2 mut-MEK5: signal of MEK5 binding to mutant human MEKK2 PB1 domain; AID 1530; hit rate 0.35% among 290,000; bead flow cytometry, Alexa488-MEK5 binding to MEKK2 mutant; percent response, % at 10 µM; in the data active = percent response above about 24%, passing the limit was not always enough; also: inactives centre near 1; some results filed as inactive read as strong as hits
OXTR potentiator: human OXTR potentiation; P30559; CHO-OTR cells, Fluo-8 calcium fluorescence, potentiator mode; 0% = oxytocin EC15, 100% = EC100; activation, % at 3 µM; hit rate 0.061% among 320,000; AID 2445;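 active = activation above that plate's cutoff, the mean activation of tested compounds plus 3 SD, cut at about 6.6% in these data, passing the limit was not always enough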;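 also: 100% uses oxytocin at 75 nM as the full agonist control; some results filed as inactive read as strong as hits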
Target sequence (P30559 whole entry, looked up): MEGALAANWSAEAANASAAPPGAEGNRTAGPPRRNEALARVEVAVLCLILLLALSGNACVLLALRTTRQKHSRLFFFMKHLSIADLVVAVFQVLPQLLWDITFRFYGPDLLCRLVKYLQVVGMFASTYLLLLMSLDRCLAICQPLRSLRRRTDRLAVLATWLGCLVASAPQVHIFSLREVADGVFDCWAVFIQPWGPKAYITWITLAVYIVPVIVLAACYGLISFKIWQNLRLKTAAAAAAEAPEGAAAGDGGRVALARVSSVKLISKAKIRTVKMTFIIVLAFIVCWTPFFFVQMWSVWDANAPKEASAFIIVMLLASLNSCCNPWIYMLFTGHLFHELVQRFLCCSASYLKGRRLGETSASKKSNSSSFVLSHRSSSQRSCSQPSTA
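Replication – single well per compound, singlicate · Assay system – CHO cell line stably expressing human OTR · Timing – 6 min pre-incubation, 100 s read · Measure – normalized max/min fluorescence ratio, % activation · Doses – 3.0 µM, one dose · Detection – Fluo-8 calcium dye fluorescence · Probe or stimulus – oxytocin near EC15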
MEKK2wt PB1 HTS: raises or lowers MEK5 binding to wildtype human MEKK2 PB1 domain; Q9Y2U5; bead flow cytometry, Alexa488-MEK5 binding to MEKK2 WT; actives lie on both sides; binding response (% of control), % at 10 µM; hit rate 1.1% among 290,000; AID 1531; in the data active = binding response below about 67% or above about 130%
NALP1 inh: blocks the NALP1 inflammasome reconstituted in yeast; S. cerevisiae NALP1/ASC/caspase-1 growth, X-gal OD620, 72 h; inhibition, % at 10 µM; hit rate 0.61% among 280,000; in the data active = inhibition mostly above about 24%, no sharp cut-off; inactive = mostly below about 32%; also: some compounds called inactive have numbers as strong as hits
M18AAP inhibitor: blocks P. falciparum M18 aspartyl aminopeptidase; recombinant PfM18AAP, H-Glu-NHMec fluorogenic cleavage; inhibition, % at 7.35 µM; hit rate 1.2% among 290,000; AID 1822;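 active = inhibition above the campaign mean inhibition over all tested compounds plus 3 SD, cut at about 28% in these data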;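 also: 0% = plate median of test compound wells and 100% = 2 mM ZnCl2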
V1R ag counter: counter-screen for oxytocin receptor agonists: human V1a receptor agonists. CHO-V1R cells, Fluo-8 calcium fluorescence, agonist mode; 0% DMSO, 100% 3 nM vasopressin. P37288. activation, % at 3 µM. hit rate 0.25% among 320,000;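 active = activation above the mean activation of all tested compounds plus 3 SD, per screening run, cut at about 20% in these data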;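 also: signal is peak over basal fluorescence ratio across a 100 second FLIPR read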
Target sequence (P37288 whole entry, looked up): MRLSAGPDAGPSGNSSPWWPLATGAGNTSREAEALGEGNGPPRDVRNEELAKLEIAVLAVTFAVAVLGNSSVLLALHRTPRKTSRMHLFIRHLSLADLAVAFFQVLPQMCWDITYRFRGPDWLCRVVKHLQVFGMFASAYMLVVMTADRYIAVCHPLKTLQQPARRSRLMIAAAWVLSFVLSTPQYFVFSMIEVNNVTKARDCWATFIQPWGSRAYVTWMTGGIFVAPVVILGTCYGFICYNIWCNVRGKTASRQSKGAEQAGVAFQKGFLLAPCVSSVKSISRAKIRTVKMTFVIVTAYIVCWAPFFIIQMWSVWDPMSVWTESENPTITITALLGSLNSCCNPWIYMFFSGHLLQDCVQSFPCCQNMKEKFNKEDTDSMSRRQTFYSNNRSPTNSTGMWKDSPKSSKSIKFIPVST
GPR7 antagonist: blocks human GPR7 receptor signaling | GPR7-expressing cells, fluorescence antagonist assay | hit rate 1.1% among 290,000 | P48145 | inhibition, % at 4.4 µM; in the data active = inhibition above about 16%, passing the limit was not always enough;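 also: cells stimulated with the agonist NPW; 0% = agonist with vehicle and 100% = vehicle without agonist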
OXTR agonist: human OXTR agonism; P30559; CHO-OTR cells, Fluo-8 calcium fluorescence; normalized: DMSO 0%, oxytocin 100%; activation, % at 3 µM; hit rate 0.32% among 320,000;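 active = activation above the mean of all tested compounds plus 3 SD, cutoff set per screening run, cut at about 20% in these data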;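 also: peak over basal fluorescence ratio from a 100 s FLIPR kinetic read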
GalR3 antag: antagonists of human GalR3; O60755; HEK293 GalR3-CNG cAMP membrane potential fluorescence; galR3 body fused to GalR1 C-terminus; inhibition, % at 3 µM; hit rate 0.44% among 360,000; AID 651719;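 active = inhibition above the screen-wide average plus 3 SD, cut at about 13% in these data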;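 also: forskolin and galanin both at EC90 stimulate the cells; cAMP rise reported by CNG channel membrane potential dye signal; 0% = forskolin plus galanin with DMSO and 100% = forskolin alone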
Active calls of the source: *; nt = not tested or not shown.

Molecule	MEKK2 mut-MEK5	OXTR potentiator	MEKK2wt PB1 HTS	NALP1 inh	M18AAP inhibitor	V1R ag counter	GPR7 antagonist	OXTR agonist	GalR3 antag
O=C(CSc1nc2ccc([N+](=O)[O-])cc2[nH]1)NC1CCCCCC1	8	-8	112	28	-2	7.1	-3	2.1	4
CC(=O)Nc1ccc(SCc2c(C)noc2C)cc1	1	11	101	1	-4	1.1	-5	0.8	-7
CCNc1nc(NCC)nc(N(C)N)n1	5	-5	106	8	26	0.2	-11	0.4	-3
Cc1ccc(OCC(=O)N(Cc2ccccc2)c2c(N)n(Cc3ccccc3)c(=O)[nH]c2=O)c(C)c1	nt	-5	nt	nt	nt	-0.3	nt	1.0	-2
Cc1nc2oc3ccc(F)cc3c(=O)c2cc1C(=O)NC(C)(C)C	-6	-17	97	4	3	-0.6	-11	-1.0	-4
CCOC(=O)CCCNC(=O)c1cncc(Br)c1	1	4	99	12	-1	-0.3	15	0.8	1
COc1ccc2[nH]c(C(=O)N/N=C/c3ccccc3OC)cc2c1	-2	-5	92	11	-8	0.9	15	-1.0	0
CCOC(=O)C(=O)Nc1ncc(Cl)s1	18	-1	110	nt	3	1.4	-13	-0.3	1
O=C(c1ccco1)N1CCCN(Cc2nc(-c3ccc4c(c3)OCO4)no2)CC1	4	-8	103	-102	3	2.0	2	0.1	-5
Cc1nc(NC(=O)CSc2ccc(-c3nc4ccccc4[nH]3)cn2)sc1C	-2	-4	92	29	12	-0.5	6	-1.1	-8
CCOC(=O)Cc1csc(SCc2cc(=O)oc3cc(O)ccc23)n1	-1	-10	102	34	-4	4.4	-7	0.6	2
CC(=O)N1CC(=O)N=C1SCC(=O)Nc1nc(C)c(-c2ccccc2)s1	-1	-21	100	4	9	-0.4	-2	0.6	0
C/C(=N\NC(=O)c1cccc(F)c1)c1ccc(NC(=O)Cc2ccccc2)cc1	3	nt	103	-1	-4	nt	9	nt	-4
Cc1ccc(Nc2nc(N)nc(CN3CCN(Cc4ccc5c(c4)OCO5)CC3)n2)cc1	15	-4	115	0	2	-0.5	-16	-0.4	-7
CN(C)c1ccc(NC(=O)/C=C/c2ccccc2Cl)cc1	-1	1	96	33	6	-0.1	-6	-2.8	-3
Cc1ccccc1NC(=S)N1CCCN(Cc2ccc(F)cc2)C1	-2	-7	110	2	4	0.9	7	0.6	-1
Cc1ccccc1OCC(=O)N/N=C/c1ccc([N+](=O)[O-])o1	9	-13	101	30	3	0.2	4	0.6	2
CCSc1nnc2c(n1)OC(C)(C)Nc1ccccc1-2	4	-5	105	22	-58	-0.5	-2	-1.8	-5
O=C(Nc1ccc(N2CCN(C(=O)c3ccccc3)CC2)cc1)c1cc([N+](=O)[O-])ccc1N1CCOCC1	8	-10	104	4	5	-0.6	-18	-0.5	-1
CCOC(=O)c1c(C)[nH]c(C(=O)N2CCCC(C(=O)c3cccc(OC)c3)C2)c1C (stereo not drawn)	7	-9	102	1	0	0.4	-9	-1.4	-7
O=C(Nc1ccc2c(c1)OCCO2)C1CCN(c2nnnn2-c2ccccc2)CC1	0	3	98	-8	-3	0.4	6	0.4	-4
Nc1c(C(=O)O)cnn1-c1ccccc1	-7	-5	91	23	-2	1.4	-3	0.1	-3
Cn1c(=O)c2c(nc(NCc3ccco3)n2C/C=C/c2ccccc2)n(C)c1=O	2	-28	101	8	nt	7.6	nt	7.7	1
CCNC(=O)COC(=O)/C=C/c1ccccc1[N+](=O)[O-]	-1	-11	104	27	2	0.5	-4	0.1	1
Cc1cccc(C(=O)OCC(=O)c2c(N)n(CC(C)C)c(=O)n(C)c2=O)c1O	nt	-6	nt	nt	nt	6.2	nt	5.7	-1
O=C(CNS(=O)(=O)c1ccccc1)N1CCN(C(=O)c2ccco2)CC1	nt	-5	nt	nt	nt	0.6	nt	0.2	8
Cc1ccc(S(=O)(=O)NCC(=O)N2CCN(c3ccccc3F)CC2)cc1	3	3	100	17	1	-1.5	-9	-1.3	nt
Cc1ccc(/C=C(\C#N)C(=O)NCC2CCCO2)o1 (stereo not drawn)	19	-11	105	15	6	1.4	11	0.7	-6
COc1ccc2oc(=O)c(C(=O)Oc3ccc(NC(C)=O)cc3)cc2c1	7	-3	100	6	19	0.0	-7	-0.6	-1
COC(=O)C1=COC(OC2OC(CO)C(O)C(O)C2O)C2C1C=CC2(O)CO (stereo not drawn)	-8	-5	93	-2	nt	1.1	nt	0.8	-7
Cc1oc(-c2ccccc2F)nc1CSCC(=O)NC1CC1	0	-4	94	10	9	3.2	-13	-0.5	-7
Cc1ccc(CNC(=O)c2ccc3c(c2)S(=O)(=O)c2ccccc2C3=O)o1	3	-9	106	nt	nt	-1.4	nt	-2.3	-4
COc1ccc(C(=O)CCc2ccc(OC)c(OC)c2)cc1	nt	-11	nt	nt	nt	5.6	nt	3.2	-4
Cc1cc(/C=C(\C#N)c2nc3ccccc3[nH]2)c(C)n1C	-2	-8	104	30	8	0.2	-3	0.8	5
COc1ccc(NC(=O)C2CCN(C(=O)Cc3ccccc3)CC2)c(OC)c1	-3	-4	100	-12	-3	0.4	-2	0.8	-4
Nc1nc(NC(=O)C(Cl)(Cl)Cl)nn1-c1ccccc1	-1	0	96	25	4	0.6	-7	-0.4	-3
CCn1cc(C(=O)NCCC(C)C)c(=O)c2cc(F)c(N3CCN(C)CC3)cc21	7	-12	108	8	-8	4.2	-1	2.8	-8
Cc1ccc(SCC(=O)NC(=O)NCc2ccccc2)c(C)c1	2	-7	107	10	-3	-0.2	-10	-1.9	-4
Cc1cccc(NC(=S)NNC(=O)c2ccccc2Br)c1	-2	-9	97	11	5	1.4	0	-0.3	-10
O=C(C1CCCO1)N1CCN(S(=O)(=O)c2ccc(F)cc2)CC1 (stereo not drawn)	nt	-6	nt	nt	nt	0.5	nt	0.6	-2

Sorted by the number under M18AAP inhibitor (high to low): some entries from above.
SMILES,MEKK2 mut-MEK5,MEKK2wt PB1 HTS,NALP1 inh,M18AAP inhibitor,GPR7 antagonist,GalR3 antag
Cc1cccc(NC(=S)NNC(=O)c2ccccc2Br)c1,-2,97,11,5,0,-10
CCOC(=O)c1c(C)[nH]c(C(=O)N2CCCC(C(=O)c3cccc(OC)c3)C2)c1C (stereo not drawn),7,102,1,0,-9,-7
CCn1cc(C(=O)NCCC(C)C)c(=O)c2cc(F)c(N3CCN(C)CC3)cc21,7,108,8,-8,-1,-8

The list continues:
Molecule	MEKK2 mut-MEK5	OXTR potentiator	MEKK2wt PB1 HTS	NALP1 inh	M18AAP inhibitor	V1R ag counter	GPR7 antagonist	OXTR agonist	GalR3 antag
Cc1cc(C)c([N+](=O)[O-])cc1NC(=O)CCS(=O)(=O)c1ccccc1	-1	-5	98	1	5	-1.2	-5	-0.6	-2
CC(Sc1nc(N)c2c3c(sc2n1)CSC(C)(C)C3)C(=O)Nc1ccccc1 (stereo not drawn)	7	-8	119	26	-2	-0.2	-4	-2.9	54*
Cc1cc(NC(=O)NC(=O)c2cccc(OC(F)(F)C(F)F)c2)n[nH]1	-1	-11	101	4	1	0.1	-13	-1.2	-1
Cn1cnnc1SCC(=O)Nc1sccc1C#N	2	3	101	16	-5	1.8	4	-0.1	-5
Cc1ccc(-c2cc(C(=O)Nc3cccnc3)[nH]n2)c(O)c1C	-19	-4	97	11	-7	6.9	-3	3.7	1
COCCCNC(=O)CN(c1cc(Cl)cc(Cl)c1)S(C)(=O)=O	4	-6	101	5	-8	1.1	-6	-0.5	-5
COC(=O)c1cn(Cc2ccccc2C)nn1	1	-6	99	24	-2	0.9	-9	-1.1	-4
Cc1cc(C(=O)Nc2nc3c(s2)CCCC3)no1	-4	5	94	-9	-4	-0.4	-7	0.0	-2
COc1c2ccoc2c(OC[C@@H](O)C(C)(C)O)c2oc(=O)ccc12	3	-3	100	21	-7	0.0	-7	0.6	-2
O=C(O)CCCCCNC(=O)CCn1cnc2ccccc2c1=O	-6	5	94	2	6	0.4	-17	0.7	-5
COc1cc(C)c(CN2CCSCC2)cc1C	12	1	108	24	-2	0.8	-5	-0.3	-10
Oc1ccccc1N1CCN(CC(O)COC2CCCc3ccccc32)CC1 (stereo not drawn)	10	2	112	15	8	0.1	0	1.8	-15
Cc1nnc(SCSc2nnc(C)s2)s1	12	0	101	13	-5	0.9	-3	1.1	-2
CCc1nnc(NC(=O)c2cccc(OC)c2)s1	17	-17	112	35	-1	0.7	6	-0.2	2
CCN(CC)CCNC(=O)Cn1c(-c2ccccn2)nc2ccccc21	-1	3	102	4	-1	0.4	-5	0.1	-4
Cc1cccc(C)c1N(CC(=O)NCc1ccccc1)C(=O)c1csnn1	-3	-6	95	23	2	-0.8	2	0.8	-8
CN(CCc1ccccn1)C(=O)CN(C)S(=O)(=O)c1ccc2c(c1)c(=O)n(C)c(=O)n2C	-6	-3	98	9	1	2.0	-2	0.7	-5
O=C(CCc1nnc2n(Cc3ccc(F)cc3)c(=O)c3ccccc3n12)NCCN1CCOCC1	0	0	101	3	4	-0.4	1	0.7	2
COc1ccc([N+](=O)[O-])cc1NC(=O)CSCc1ccccc1C	-3	-4	92	9	-4	0.4	-2	-1.3	-5
O=C(CSc1nc(-c2ccc(F)cc2)nc2c1Cc1ccccc1O2)Nc1cccc(C(=O)O)c1	3	nt	99	15	-6	nt	-7	nt	10
COc1ccc(CCN2CCCn3c2nc2c3c(=O)n(C)c(=O)n2C)cc1OC	0	nt	100	-7	1	nt	-20	nt	-2
O=C1CNC(=O)N1	6	-6	105	18	8	1.0	-12	1.6	-1
Nn1c(SCC(=O)Nc2ccc(Oc3ccccc3)cc2)nnc1C1CC1	4	-8	111	4	-4	1.2	-11	2.1	-6
COc1ccc(-n2ncc3c2CC(C)(C)CC3NC(=O)c2ccoc2C)cc1 (stereo not drawn)	6	-4	104	8	0	0.8	-1	-0.7	-3
COc1ccc(S(=O)(=O)N2CCCCCC2)cc1C(=O)N(C)Cc1ccc(C)cc1	nt	-4	nt	nt	nt	0.0	nt	-2.3	-5
CC1Cc2cc(-c3csc(NC(=O)Cc4cccs4)n3)ccc2N1S(C)(=O)=O (stereo not drawn)	nt	-11	nt	33	0	6.5	-3	10	10
CCOC(=O)c1ccc(-c2ccc(/C=N/NC(=O)c3cncc(Br)c3)o2)cc1	1	-8	92	33	-13	-0.3	-10	-0.8	-1
COc1ccc(C(=O)Oc2cc(/C=N/NS(=O)(=O)c3ccccc3)ccc2OC)cc1	2	-6	100	-11	3	1.2	-12	1.9	-2
Clc1cccc(Cl)c1Cn1cnc(=NCc2ccco2)c2[nH]cnc21	4	-7	102	-1	2	0.4	5	0.3	-6
CN(Cc1cn(C)nc1-c1ccc(Oc2ccccc2)cc1)C1CCOC1 (stereo not drawn)	-2	1	94	nt	2	1.3	-11	1.4	-4
CCOc1cc(C(=O)OCc2cc(=O)n3c(C)csc3n2)ccc1OC	nt	-6	nt	nt	nt	1.8	nt	0.7	1
CCC(c1nnc(SCC(=O)Nc2ccc(N3CCOCC3)cc2)n1Cc1ccccc1)N(C)C (stereo not drawn)	nt	-11	nt	nt	nt	0.2	nt	0.4	-3
COc1cc2c(cc1NC(=S)NC(=O)/C=C/c1ccco1)oc1ccccc12	-2	-6	88	14	-5	1.3	3	0.6	2

Rows are unselected. Share with any hit: about 4.1%.
